D1 PAM = Potentiators of Human D1 Dopamine Receptor: qHTS; AID 504651, 2011; HEK293 TREx D1 cells, calcium flux, dopamine EC20 potentiation; potentiation, % at 10 µM; D(1A) dopamine receptor (Homo sapiens), P21728; hit rate 0.036% among 360,000; in the data active means potentiation above about 30%; further: 0% is about no effect
RXFP1 antagonist = qHTS Assay for Antagonists of the Relaxin Receptor RXFP1; Relaxin receptor 1 (Homo sapiens), Q9HBX9; HEK293-RXFP1, relaxin-stimulated cAMP HTRF, 30 min; active compounds read low; activity change, negative = inhibition, % at 57.5 µM; hit rate 0.59% among 350,000;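 active means activity change of -60% or lower, but not beyond a set lower limit; inconclusive means change between -60% and -40%, or beyond the set limit; inactive means change above -40%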; further: on the % scale 0 is the no-effect control and ±100 the full control effect
Target sequence (Q9HBX9 whole entry, looked up): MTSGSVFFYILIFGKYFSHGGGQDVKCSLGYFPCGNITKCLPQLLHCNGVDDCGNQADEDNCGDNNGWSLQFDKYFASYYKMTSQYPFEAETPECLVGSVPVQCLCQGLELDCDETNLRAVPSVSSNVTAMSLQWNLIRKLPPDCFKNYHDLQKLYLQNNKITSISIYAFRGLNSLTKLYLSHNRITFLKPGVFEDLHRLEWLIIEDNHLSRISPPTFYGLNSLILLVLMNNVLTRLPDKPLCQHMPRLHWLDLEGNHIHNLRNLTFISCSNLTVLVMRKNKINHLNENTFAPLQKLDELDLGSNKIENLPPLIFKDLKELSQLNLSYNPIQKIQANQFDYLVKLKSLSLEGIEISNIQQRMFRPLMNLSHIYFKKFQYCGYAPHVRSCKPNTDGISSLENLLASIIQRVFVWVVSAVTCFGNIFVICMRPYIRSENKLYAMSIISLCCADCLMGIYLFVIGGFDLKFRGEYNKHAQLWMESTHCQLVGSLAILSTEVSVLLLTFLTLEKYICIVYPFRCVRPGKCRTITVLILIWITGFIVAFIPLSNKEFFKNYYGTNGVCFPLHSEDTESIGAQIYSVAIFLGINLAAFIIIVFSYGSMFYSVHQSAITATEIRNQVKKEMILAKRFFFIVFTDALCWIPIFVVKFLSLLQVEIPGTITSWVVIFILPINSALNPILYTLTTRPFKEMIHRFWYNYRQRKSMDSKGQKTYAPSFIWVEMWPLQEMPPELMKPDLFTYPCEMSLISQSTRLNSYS
GRP78 ERSR act = qHTS for Inducers of the Endoplasmic Reticulum Stress Response (ERSR) in Human Glioma: qHTS. U87-MG GRP78 promoter luciferase reporter, 16 h. Potency, µM, for inactives: at the top dose activation, most hits filed as activators. hit rate 0.02% among 420,000; further: potency means the concentration at half of the fitted maximal effect; series mostly up to about 76 µM; % of control where 0% means no effect; nearly all actives have a fitted effect of over 35% in size
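ERSR induction read as luciferase luminescence (Bright-Glo, 10 min at room temperature) in stably transfected human U87-MG glioma cells exposed to compounds for 16 h, using GRP78 as sensor.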
Vif-A3F inh = qHTS for Inhibitors of Vif-A3F Interactions: qHTS | HeLa A3F-eYFP + Vif (tagged APOBEC3F with the HIV-1 protein that degrades it), YFP fluorescence increase | Potency, µM (top dose mostly 46.1 µM), inactives show top-dose activity, negative = active | hit rate 0.2% among 390,000 | AID 602313, 2012; further: potency means the concentration at half of the fitted maximal effect; % of control where 0% means no effect; nearly all actives have a fitted effect of over 65% in size
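HeLa cells stably expressing A3F-eYFP plus Vif, plated and incubated overnight at 37 deg C, then exposed to compounds overnight at 37 deg C. Blocked degradation read as raised yellow fluorescence (Ex 488/Em 500-530).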
D2 PAM = HTS Assay for Positive Allosteric Modulators of the Human D2 Dopamine Receptor: Primary Screen for Potentiators; potentiation, % at 10 µM; HEK293 T-REx D2, calcium flux, EC20 dopamine potentiation; hit rate 0.34% among 340,000; AID 485347, 2010;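 active means potentiation over 3 SD above the plate norm, cut at about 30% in these data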; further: 0% is about no effect
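Cells plated with tetracycline inducer and held overnight at 30 C; calcium dye loaded 30–90 min at room temperature; baseline taken, compound added and read 180 s; EC20 dopamine then added and read 180 s.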
Vif-APOBEC3G blk = qHTS for Inhibitors of Vif-A3G Interactions: qHTS. hit rate 0.076% among 410,000. DNA dC->dU-editing enzyme APOBEC-3G (Homo sapiens), Q9HC16. Potency, µM (series often up to 46.1 µM), inactives show at the top dose activity, negative = active, hits mostly inhibitors. AID 602310, 2012. HeLa A3G-eYFP + Vif (tagged APOBEC3G with the HIV-1 protein that degrades it), YFP fluorescence, overnight;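 further: potency means the concentration at half of the fitted maximal effect; on the % scale 0 is the no-effect control and ±100 the full control effect; nearly all actives have a fitted effect of over 60% in size; hits raise eYFP signal because A3G escapes Vif-driven loss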
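HeLa cells stably expressing Vif and C-terminally eYFP-tagged A3G, seeded overnight at 37 deg C, then exposed to compound by pintool overnight at 37 deg C. Rise in yellow fluorescence (Ex 488/Em 500-530, Acumen) marks blocked Vif-driven A3G degradation.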
D1 antagonist = Antagonist of Human D 1 Dopamine Receptor: qHTS; HEK293 TREx D1 cells, calcium flux, dopamine EC80; active compounds read low; hit rate 3.2% among 360,000; activity change, negative = inhibition, % at 10 µM; D(1A) dopamine receptor (Homo sapiens), P21728; AID 504652, 2011; in the data active means activity change below about -30%; further: on the % scale 0 is the no-effect control and ±100 the full control effect
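HEK293 T-REx cells expressing inducible, force-coupled D1 receptor; no-wash Ca dye, 30–90 min RT. Cmpd → 180 s read at 1 Hz → EC80 DA → 180 s read.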
D1 agonist = Allosteric Agonists of the Human D1 Dopamine Receptor: qHTS; D(1A) dopamine receptor (Homo sapiens), P21728; activation, % at 2 µM; hit rate 1% among 360,000; HEK293 T-REx D1 cells, calcium flux, agonist mode; in the data active means activation above about 30%; further: 0% is about no effect
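Agonism was scored from calcium flux recorded over 180 s (1 read/s) after pintool compound addition, following a 10-cycle baseline. Cells were inducible force-coupled HEK293 TREx D1, plated overnight at 30 C and loaded with no-wash calcium dye.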
RXFP1 ag = qHTS Assay for Agonists of the Relaxin Receptor RXFP1; HEK293T-RXFP1 cAMP TR-FRET, 30 min; response scale: percent of porcine relaxin response, buffer zero; Potency, µM (series often up to 57.5 µM), for the others: top-dose activation, hits mostly activators; hit rate 0.3% among 370,000; AID 2676, 2010; further: potency means the concentration at half of the fitted maximal effect; on the % scale 0 is the no-effect control and ±100 the full control effect; nearly all actives have a fitted effect of over 60% in size; many of its hits are not listed in these tables
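cAMP rise read by TR-FRET after 30 min, 37C compound exposure (up to 58 uM) in RXFP1-transfected HEK293 cells with Ro 20174 present. EC50 from Hill-equation fits, with 29 nM porcine relaxin as 100% and buffer as basal.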
Active calls of the source: *; ? = inconclusive; · = not tested or not shown. Unless noted, the call rests on the fitted dose curve; in most records, active means well fitted curve in the direction sought with a large enough effect; inconclusive means small, poorly fitted or top-dose-only effect, or another doubt; inactive means no such curve, though single readings can be large; an effect the other way counts as inactive or inconclusive.

SMILES	D1 PAM	RXFP1 antagonist	GRP78 ERSR act	Vif-A3F inh	D2 PAM	Vif-APOBEC3G blk	D1 antagonist	D1 agonist	RXFP1 ag
CC(C)c1nnc(NC(=O)c2nc(S(=O)(=O)Cc3ccccc3F)ncc2Cl)s1	-1	-28	-16%	5%	-2	?	0	2	1.7%
Cc1ccc(C2C(C#N)=C(N)Oc3c2sc2ccccc32)o1 (configuration not stated)	6	·	·	·	5	·	8	6	4.8%
CCc1nnc(-n2nc(C)cc2-c2ccccc2)n1N	-4	-2	0%	-5%	·	0%	-13	4	2.3%
COc1ccccc1NC(=O)Nc1ccc2[nH]c(=O)[nH]c2c1	-5	-1	-4%	-7%	2	2%	-14	2	0.3%
Cc1ccc(C(=O)CSc2nnnn2Cc2ccccc2)cc1C	-3	1	-2%	10%	-6	-2%	4	17	0.0%
Cc1cccc(C)c1NC(=O)CN(C)C(=O)c1ccc(OCc2ccccc2)cc1	·	-5	-1%	-5%	·	1%	·	·	·
COc1ccccc1N1CCN(C(=O)c2nc(SC)ncc2Cl)CC1	4	·	-2%	-1%	1	?	-4	-1	-0.4%
Cc1c(C(=O)Nc2ccc(S(=O)(=O)N(C)C3CCN(C)CC3)cc2)oc2ccccc12	-6	0	-2%	1%	-16	-18%	-30	32*	0.0%
CCc1ccc(-c2cc(C(=O)NCCCn3ccnc3)c3ccccc3n2)s1	2	·	·	·	3	·	-2	2	6.1%
Cc1cc2cc(CN(Cc3cccs3)C(=S)NCC3CCCO3)c(=O)[nH]c2cc1C (configuration not stated)	0	-5	-2%	5%	-4	1%	14	9	1.8%
COc1cc(NS(=O)(=O)c2ccc(F)cc2)c(OC)cc1NC(=O)C1CC1	-3	·	·	·	-11	·	0	0	-0.3%
CCCCNC(=O)c1onc(CSc2ccc(C(C)C)cc2)c1C(=O)O	-3	·	-4%	2%	·	-12%	-17	3	0.3%
COc1c(O[C@@H]2O[C@H](CO)[C@@H](O)[C@H](O)[C@H]2O)cc2c(c1OC)-c1ccc(SC)c(=O)cc1C(NC(C)=O)CC2 (some centres not stated)	-4	·	-2%	0%	-6	-4%	-17	-2	-0.5%
O=C(CSc1cn(Cc2ccccc2)c2ccccc12)NCc1ccc(F)cc1	-5	-7	-7%	2%	-9	3%	-11	5	6.1%
CCOC(=O)c1[nH]c2ccccc2c1NC(=S)Nc1ccccc1C	-4	·	2%	-2%	4	1%	10	-2	8.8%
O=C(Cn1cncn1)N/N=C/c1ccncc1	-5	10	-2%	-2%	-12	3%	9	3	-0.9%
COc1ccc(NC(=S)N2CCC(C(=O)c3ccc(F)cc3)CC2)c(OC)c1	-2	-2	1%	-6%	·	3%	-5	4	1.4%
COc1ccc(S(=O)(=O)NCCSc2ccc(C)cc2)cc1OC	-7	2	4%	1%	-10	0%	-21	14	-0.2%
COc1ccc2nc3oc(C(=O)N4CC(C)CC(C)C4)cc3cc2c1 (configuration not stated)	-12	-12	9%	-12%	-7	-11%	3	1	3.6%
O=C(O)c1occc1CSc1ccccc1	-5	-4	-3%	1%	6	-1%	4	7	0.2%
O=C(c1ccc(Cl)c(S(=O)(=O)N2CCOCC2)c1)N1CCN(c2ccccc2F)CC1	-11	3	0%	-10%	4	0%	-14	-1	0.5%
Cc1cc(C)n(-c2ccc(F)cc2CN2CCN(Cc3ccccc3)C(CCO)C2)n1 (configuration not stated)	-9	-4	-2%	-5%	-9	-14%	0	1	0.4%
O=C(CC(=O)c1ccccc1)CC(O)(C=Cc1ccccc1)c1ccccc1 (configuration not stated)	·	-11	?	-16%	·	2%	·	·	·
COCCn1c(=O)[nH]c2cc(C(=O)NCc3ccccc3)ccc2c1=O	0	-14	1%	-1%	8	-7%	3	0	2.9%
C[C@@H]1CN([C@@H](C)CO)C(=O)CCCn2nncc2CO[C@@H]1CN(C)S(=O)(=O)c1cn(C)cn1	·	-2	-5%	-15%	·	0%	·	·	·
SMILES	D1 PAM	RXFP1 antagonist	GRP78 ERSR act	Vif-A3F inh	D2 PAM	Vif-APOBEC3G blk	D1 antagonist	D1 agonist	RXFP1 ag
Cc1nn(C)c(NC(=O)c2ccc(Cl)cc2)c1Cl	-4	6	-4%	12%	-1	-5%	7	4	4.6%
COc1cccc(OCC(=O)O)c1	1	-7	2%	2%	40*	-1%	-15	3	-0.1%
Cc1ccc(S(=O)(=O)Oc2ccc(C3C4=C(CCCC4=O)N(CCC(=O)O)C4=C3C(=O)CCC4)cc2Cl)cc1	-4	-10	-3%	-5%	-9	0%	0	2	1.5%
COC(=O)[C@H]1CCCN1C(=O)Nc1cccc(Oc2c(F)c(F)c(F)c(F)c2F)c1	-2	5	-7%	1%	10	2%	-31*	4	1.3%
COc1ccc(-c2nnc(SCC(=O)N(C)C3CCCCC3)o2)cc1OC	0	·	2%	0%	·	1%	-5	4	3.6%
O=C(c1ccc(Cl)cc1)N1CCc2c([nH]c3ccccc23)C1C(F)(F)F (configuration not stated)	12	-20	-1%	-10%	2	-8%	7	4	0.7%
CCC(C)[C@H](NC(=O)NCc1cccnc1)C(=O)OC (some centres not stated)	2	2	1%	1%	-4	3%	-1	0	0.6%
Cc1nn2c(-c3ccc(S(=O)(=O)N4CCN(CCO)CC4)o3)nnc2c2ccccc12	0	11	-2%	-1%	9	3%	-4	3	?
CCN(CC(=O)NCc1ccc(F)cc1)C(=O)c1oc2ccccc2c1C	-4	1	0%	19%	-1	-16%	12	0	3.0%
O=C(CSc1nnc2c(n1)[nH]c1ccccc12)Nc1ccc(S(=O)(=O)Nc2ncccn2)cc1	·	7	-3%	-4%	0	11%	-7	6	13%
N#Cc1cnn2c(-c3ccccc3)ccnc12	-5	-8	4%	-8%	4	2%	-3	3	9.3%
CCCCCCCc1nn2c(=O)cc(O)nc2s1	-1	-4	-3%	4%	-3	-3%	15	1	0.1%
COc1cc(NC(=S)NC2CC(C)(C)NC(C)(C)C2)c(OC)cc1Cl	3	-8	-3%	2%	-3	7%	-5	1	0.8%
CCOc1cc(S(=O)(=O)NC2CCCC2)ccc1Cl	-10	-2	-3%	-9%	4	-1%	-20	7	0.1%
COc1ccc(NC(=O)COc2ccccc2Cc2ccccc2)cc1S(=O)(=O)N1CCOCC1	-3	-10	-4%	4%	18	1%	-4	2	0.4%
CCN(CC)C(=O)CSc1nnc(SC(C)C(=O)NC2CC2)s1 (configuration not stated)	·	2	-7%	4%	·	0%	·	·	·
Cc1ccc(C(=O)CSc2nnc(COc3cc(C)cc(C)c3)o2)cc1	-10	-4	-7%	4%	-9	-4%	-3	16	2.6%
Cc1c(C(=O)OCC(=O)NCCc2ccc(S(N)(=O)=O)cc2)oc2ccccc12	2	15	-4%	-10%	-16	0%	3	0	2.1%
Cc1cc(-c2nnc(SCC(=O)c3ccc(Cl)cc3)o2)no1	-6	14	-4%	2%	4	4%	-33*	9	2.6%
Cc1cc(C)cc(NC(=O)C(OC(=O)c2sccc2C)c2ccccc2)c1 (configuration not stated)	-5	-9	-5%	-11%	-4	0%	-8	6	-1.1%
CC(C)(C)OC(=O)N1CCC(c2c(C(=O)N3CCN(c4ncccn4)CC3)cnn2-c2ccc(F)cc2F)CC1	5	-7	0%	-2%	6	-1%	0	1	-1.6%
CC(C)Oc1ccc(/C=N/NC(=O)C(CSCc2ccccc2)NC(=O)c2ccc([N+](=O)[O-])cc2)cc1 (configuration not stated)	5	-4	-4%	0%	10	-6%	3	2	-1.6%
O=C(c1ccc(-n2nc(C(F)(F)F)c3c2CCCC3)cc1)N1CCOCC1	1	-7	-1%	-1%	-5	1%	-6	-1	0.0%
Cc1nn(S(=O)(=O)c2ccc(C(C)(C)C)cc2)c(C)c1S(=O)(=O)N1CCCCCC1	1	·	-3%	-11%	11	-1%	-5	3	0.8%
CC1(C)CC(=O)C2=C(C1)NC(=O)CC2c1ccccc1F (configuration not stated)	-6	-2	-4%	-6%	17	0%	-31*	1	1.9%
SMILES	D1 PAM	RXFP1 antagonist	GRP78 ERSR act	Vif-A3F inh	D2 PAM	Vif-APOBEC3G blk	D1 antagonist	D1 agonist	RXFP1 ag
Nc1nc(=O)n(C2CC(O)C(CO)O2)cc1F (configuration not stated)	·	-13	-4%	2%	·	-8%	·	·	·
CCc1ccc(OCCCC(=O)Nc2ccc(N3CCOCC3)cc2)cc1	-1	0	3%	3%	11	0%	-4	5	-1.4%
COc1ccc(NC(=O)N(C)C[C@@H]2Oc3ncc(Br)cc3C(=O)N([C@@H](C)CO)C[C@@H]2C)cc1	·	2	-7%	-4%	·	0%	·	·	·
Cc1cccc(OCC(=O)NC2CCCCCC2)c1C	0	-12	-1%	-2%	8	-1%	-24	7	-0.3%
COc1cc2ncnc(NCCCN3CCOCC3)c2cc1OC	-2	-2	-3%	-1%	5	4%	5	0	-0.2%
N#Cc1cnn(-c2ccccc2)c1NC(=O)CN1CCN(c2ccccc2)CC1	-4	-8	-7%	-1%	0	-1%	-18	1	0.0%
CCC(=O)Nc1ccc2c(c1)nc1n2CCN(CCOC)C1	-2	10	-2%	2%	-4	-3%	-14	0	4.1%
CC(C)C[C@H](NC(=O)c1[nH]cnc1C(=O)Nc1ccc(CNC(=O)OC(C)(C)C)cc1)C(=O)OC(C)(C)C	-2	·	8%	-27%	-20	-13%	4	6	0.0%
COc1cccc(NC(=O)C2CCCN(c3nnc(-n4c(C)ccc4C)s3)C2)c1 (configuration not stated)	1	-3	·	·	-5	·	-14	0	-0.8%
Cc1ccc(S(=O)(=O)N(c2ccc(Br)cc2)C2C=CS(=O)(=O)C2)cc1 (configuration not stated)	-9	-1	-1%	-14%	12	1%	12	2	-1.3%
COc1ccc(Nc2ccc(Cl)nn2)cc1	2	1	-4%	5%	-9	0%	6	1	3.2%

Not all compounds are listed, so the mix of outcomes need not match the whole.
